# Screening data as filed in PubChem BioAssay.
# Growth percent in the NCI-60 one-dose screen (48 h, 10 µM unless noted): 100 = growth as untreated, 0 = no growth, -100 = all killed.
# HL-60(TB) – HL-60(TB) leukemia cells; hit rate 9% among 78,000; AID 1794776; active means growth percent below 10
# * hit, by the source's call; & = joins results of further samples. An excerpt (hit frequency here may not be typical).
SMILES,HL-60(TB)
O=C(CNc1ncnc2sc3c(c12)CCCC3)NNC(=S)Nc1ccccc1,127
NNC1=NCCS1,91
O/N=C(\CSc1nnc(-c2c[nH]c3ccccc23)n1-c1ccccc1)c1ccc(Cl)cc1,-26*
NC(CO)(CO)CO,103&91
COc1ccc(C2=Nn3c(nnc3-c3ccc(Cl)cc3N)SC2)cc1,100
CC(C)(C)C1CCC(O)CC1 (configuration not stated),104
CSc1nc2sc3c(c2c(=O)n1-c1ccccc1)CCC(=O)C3,102
Cc1ccc(S(=O)(=O)c2nc(-c3ccccc3)oc2SCC(N)=O)cc1,65
NCCN1CCOCC1,105
N#CCCNc1ccc(Nc2ccccc2)cc1,74
O=c1[nH]n[n+](-c2[nH]ncc2[N+](=O)[O-])o1,100
CC(=O)N1N=C(c2cccs2)CC1c1[nH]c(C)c(C(=O)NCC(F)(F)F)c1C (configuration not stated),103
CCN(CC)CCOC(=O)c1ccc(NC(=O)OCC(C)OC(=O)Nc2ccc(C(=O)OCCN(CC)CC)cc2)cc1 (configuration not stated),106
C=C(C)[C@@H]1CCC2=C[C@H](C/C(C)=C/C3=CC(C(=O)OC)=C(C1)O3)OC2=O,98
CN(C(=O)/C=C/c1ccco1)c1ccccc1,80
COC[C@@H]1C[C@@]2(C)[C@@H](CC[C@@H]3[C@@H]2CC[C@@]2(C)[C@H]3CC[C@]2(C)O)CC1=O,79
COc1ccc(-c2ccc3cc(C(=O)Nc4ccc(O)c(C(=O)/C=C/c5cc(OC)c(OC)c(OC)c5)c4)ccc3c2)cc1,95
Cc1cc(N2CCCCC2)nc(NC2CCCC(Nc3ccnc4cc(Cl)ccc34)C2)n1 (configuration not stated),-64*
Brc1cc2c(c3ccccc13)N1O[C@@H](C2)C[C@H]1c1cccs1,110
COc1ccc(-c2nn(-c3ccccc3)cc2/C=C2\SC(=Nc3ccc(Cl)cc3)NC2=O)cc1,109
CCOc1ccc(Nc2cccc3ccccc23)cc1,85
OC1CCC(Cn2c(C(F)(F)F)cc3c(Cl)ncnc32)CC1 (configuration not stated),-38*
COc1cc(-c2nn(-c3cccc(NC(=O)CCN4CCN(C)CC4)c3)cc2-c2ccncc2)ccc1Cl,-25*
CCCCCCN1CCN(Cc2ccc(N(CC)CC)cc2)C(=O)C1=O,-19*
NC(N)=N/N=C/C(=N/N=C(N)N)c1ccccc1,111
CCc1ccc(C2CC(c3cccc(O)c3)=NN2c2ccc(S(N)(=O)=O)cc2)cc1 (configuration not stated),74
C1CSCN1,91
O=C(Nc1cnc(Cl)nc1Nc1ccc2c(ccn2Cc2cccc(F)c2)c1)c1ccccn1,97
CSCCC(N)C(=O)O (configuration not stated),95
Cc1cc(O)c(C(=O)c2c[nH]c(=O)c(-c3ccc([N+](=O)[O-])cc3)c2)cc1C,105
O=[N+]([O-])c1ccccc1NCNc1ccccc1[N+](=O)[O-],83
O=c1c2cc(F)ccc2sc2c(NCCN3CCOCC3)nc3ccccc3c12,65
Fc1ccc(-c2nnc(N3CCOCC3)c3ccccc23)cc1F,93
O=C(Nc1ccc(Cl)c(Cl)c1)Oc1ccccc1Cl,99
COc1cccc(C(=O)NCCNc2cc(-c3cn(-c4ccccc4)nc3-c3cccc(OC)c3)ccn2)c1,41
O=C(/C(=C/c1cccs1)Cc1nc2ccccc2[nH]1)c1nc2ccccc2[nH]1,111
COC(=O)N1CCc2cc(OC)c(O)cc2C1Cc1c(Br)cccc1Oc1ccccc1 (configuration not stated),69
COc1ccc2c(c1)sc1nc(-c3ccccc3)c(-c3cccc4ccccc34)n12,6.6*
C=Cc1ccc(OCC)cc1,109
Cc1ncc(C(=O)O)c(C(=O)O)c1N,109&101
Fc1cc(-c2nnc(Nc3ccc(Br)cc3)o2)cc(F)c1F,101
CCCCCC(=O)OC1CC(C)=C2C(=O)C=C(C)[C@@H]2[C@H]2OC(=O)[C@H](C)[C@H]12 (some centres not stated),90
Nc1nc(N)c(-c2ccc(Cl)cc2)c(COc2ccc(NC(=O)Nc3cccc(S(=O)(=O)F)c3)cc2)n1,104
CC(=O)N1N=C(c2cc3ccccc3oc2=O)CC1c1cn(-c2ccccc2)nc1-c1ccccc1 (configuration not stated),108
CC(C)Cc1cccc2c1CCCC2,114

# Among those listed so far, these have a CF3 group:
SMILES,HL-60(TB)
CC(=O)N1N=C(c2cccs2)CC1c1[nH]c(C)c(C(=O)NCC(F)(F)F)c1C (configuration not stated),103
OC1CCC(Cn2c(C(F)(F)F)cc3c(Cl)ncnc32)CC1 (configuration not stated),-38*

# (continued)
SMILES,HL-60(TB)
O=S(=O)(NC1c2ccccc2Oc2ccccc21)c1ccc(Br)cc1,173
COc1ccc(-c2cc(-c3cc(OC)c(OC)c(OC)c3)c(C#N)c(=O)n2Cc2ccc(C(=O)O)cc2)cc1,102
O=C(O)c1ccc(-n2cc(CNc3cc(F)cc(C(F)(F)F)c3)c(-c3ccc(F)cc3)n2)cc1,87
CCCCC(/C=C/c1ccc2ccccc2n1)CC (configuration not stated),97
C/C=C/C=C1\C[C@H]2CO[C@H](O2)C1=O,100
c1ccc2c(C3OCC4(CCCC4)CO3)cccc2c1,109&96
O=c1[nH]c(NCCO)nc2[nH]ncc12,93
NC(N)=NCCCC(=O)O,104
O=C1C(=O)N(c2ccccc2)C(c2ccccc2)C1c1ccccc1 (configuration not stated),87
COc1ccc(-c2cc(-c3nnc(SCC(=O)c4ccccc4)o3)c3ccccc3n2)cc1OC,61
CCCCC(CC)CCC(C)OC(=O)CCl (configuration not stated),100
C/C(=N/O)c1ccc(N2C(=O)c3ccc(C(=O)O)cc3C2=O)cc1,97
COc1cc(Nc2ccnc(NCCCNc3ccnc4cc(Cl)ccc34)n2)cc(OC)c1,-77*
N#C/C(=N\Nc1ccc(F)cc1)C(=O)C1CC1,78
CC(=O)N1c2ccc(S(=O)(=O)NCc3ccc4c(c3)N(C(=O)c3ccccc3)CC4)cc2CC1C (configuration not stated),91

# Structural class: those above containing a COOH group.
SMILES,HL-60(TB)
CSCCC(N)C(=O)O (configuration not stated),95
Cc1ncc(C(=O)O)c(C(=O)O)c1N,109&101
COc1ccc(-c2cc(-c3cc(OC)c(OC)c(OC)c3)c(C#N)c(=O)n2Cc2ccc(C(=O)O)cc2)cc1,102
O=C(O)c1ccc(-n2cc(CNc3cc(F)cc(C(F)(F)F)c3)c(-c3ccc(F)cc3)n2)cc1,87
NC(N)=NCCCC(=O)O,104
C/C(=N/O)c1ccc(N2C(=O)c3ccc(C(=O)O)cc3C2=O)cc1,97

# The list continues.
SMILES,HL-60(TB)
O=C(CNC(=O)Nc1ccc(C2=NCCN2)cc1)Nc1ccc(C2=NCCN2)cc1,106
CCCCCCC(CCCCCCCCCCC(=O)OCC(CC)CCCC)OC(=O)CC (configuration not stated),98
O=CNc1ccc2c(c1)Cc1cc([N+](=O)[O-])ccc1-2,18
CCC(C)[C@@H]1N[C@@]2(C(=O)Nc3ccccc32)[C@@H](c2ccc(F)cc2)[C@@H]1C(=O)c1ccc(O)cc1 (some centres not stated),99
CN(C)CC(Oc1ccccc1)c1ccccc1 (configuration not stated),122
Cc1cccc(Oc2cc(Oc3cccc(C)c3)c3c(c2)Oc2ccccc2NC3=O)c1,125
CNc1cc(-c2cccc(OC(F)(F)F)c2)nc2ccc(N3CCCC3)cc12,1.9*
C[C@]12CCc3nc(-c4ccc(O)c(O)c4)sc3C1=CC[C@@H]1[C@@H]2CC[C@]2(C)C(=O)CC[C@@H]12,51
C#CCOc1ccc2ncnc(Nc3cccc(NC(=O)CCl)c3)c2c1,64
O=[N+]([O-])c1cc([N+](=O)[O-])c2cccnc2c1O,95
CC(OC(=O)Nc1ccccc1)C(=O)OCCCl (configuration not stated),90
Cc1ccc(-c2cc(Cc3cccs3)c(=O)n(Cn3cncn3)n2)cc1,118
CS(=O)(=O)OCCCS(=O)(=O)O,115
CC(CCc1cccc2ccccc12)(C(=O)O)C(=O)O,93
COc1cccc(/C=C2/Sc3scc(-c4ccccc4)[n+]3C2=O)c1O,117
Cc1cc(Nc2ncnc3ccccc23)n[nH]1,105
Cc1ccc(-n2c3c(c(-c4ccccc4)c2-c2ccccc2)C2=NCCN2C(SCC(=O)c2ccccc2)=N3)cc1,88
Nc1c(N=Nc2ccc([N+](=O)[O-])cc2)c(S(=O)(=O)O)cc2cc(S(=O)(=O)O)c(N=Nc3ccccc3)c(O)c12,79
O=C1NC(=O)C2(CCCC2C(=O)O)N1 (configuration not stated),97
N#Cc1nnn(-c2ccc(S(N)(=O)=O)cc2)c1NC(=O)CCl,78
CC([C@H]1CCC2C3CCC4C(=O)C(NC=O)=CC[C@]4(C)C3CC[C@@]21C)N(C)C (some centres not stated),1.5*
Cc1cc2nc(CC(=O)c3ccc4ccccc4c3)c(=O)[nH]c2cc1C,99
Nc1nc2nc(/N=N/SCCC(=O)O)[nH]c2c(=O)[nH]1,100
O=C1NC(=S)S/C1=C/c1cc(Cl)cc(Cl)c1O,69
COc1ccc(N2C(=O)/C(=C/C3=Cc4ccccc4OC3)SC2=S)c(OC)c1,96
CC(=O)Nc1cc2c3c(cccc3c1)-c1ccccc1-2,0.5*
NC(N)=NC=O,102
CC(=O)Oc1c(C2=NN(C(C)=O)C(c3ccc(Cl)cc3)O2)sc2nnc(-c3ccccc3)c(-c3ccccc3)c12 (configuration not stated),84
Clc1ccc2c(c1)C(N1CCNCC1)=Nc1ccccc1O2,51
NNc1nc2[nH]c(=O)ccc(=O)n2n1,103
O=S(=O)(O)c1ccc(N=Nc2ccnc3ccccc23)cc1,86
C/C(=N\N=C(/C)c1ccc(C)cc1)c1ccc(C)cc1,93
O=c1cc(SCc2ccccc2)nc[nH]1,82
O=C(O)C(c1ccccc1)C1(O)CC2CCC1C2 (configuration not stated),92
O=c1oc2cc(Br)ccc2cc1-c1nc2ccccc2[nH]1,101
CC(=O)c1nnc(CCC(=O)c2nc3ncccc3[nH]2)o1,101
O=C(CNc1ccccc1S)Nc1ccccc1C(=O)O,95
CCN1C(=O)N(CC)C2Nn3c(s/c(=C4\C(=O)N(CCc5ccccc5)c5ccccc54)c3=O)=NC21 (configuration not stated),94
CCOC(=O)COc1ccc(Cl)cc1,100
COc1cc(-c2nn(-c3ccc(NC(=O)Nc4ccc(Cl)c(C(F)(F)F)c4)cc3)cc2-c2ccncc2)ccc1Cl,1.5*
C=C(C)[C@@H]1CC[C@]2(C(=O)N3CCNCC3)CC[C@]3(C)[C@H](CC[C@@H]4[C@@]5(C)CCC(=O)C(C)(C)[C@@H]5CC[C@]43C)[C@@H]12,102
Clc1ccc(-c2noc(Cn3cc(-c4ccccc4)nn3)n2)cc1,99
C=CCN1C(=O)c2ccccc2C1=O,101
O=C(CCCCCCc1nc2ccc(Br)cc2[nH]1)NO,2.1*
O=C(NCc1ccccc1)C(c1ccc(OCCBr)cc1)N(C(=O)CCc1ccccc1)C1CC1 (configuration not stated),98
O=C1Nc2ccc(Br)cc2/C1=N\c1nnc(-c2ccc(Cl)cc2)o1,11
O=C(Cn1c(-c2ccccc2)nc2ccccc21)N=Nc1c(O)[nH]c2ccc(Cl)cc12,57
CCCCCOC(=O)c1ccccc1C(=O)OCCCCC,88
O=C(O)c1ccc(CNC(=O)c2nc(-c3ccccc3)n(-c3ccc(Cl)cc3)n2)cc1,101
COc1ccc(/C=c2\c(=O)n(-c3ccccc3)c3nnc(N/N=C(/C)C(=O)O)n23)cc1,108
C=C1C(=O)O[C@H]2[C@H]1CC/C(Cn1cc(CNC(=O)Cc3c[nH]c4ccccc34)nn1)=C\CC[C@@]1(C)O[C@@H]21,96
CCc1c(C)c2cc3nc(-c4ccc(C(=O)O)cc4)oc3c(C)c2oc1=O,90
COc1ccccc1NC(=O)c1cc2ccccc2cc1O,85
CC12CCC(C(S(=O)(=O)O)C1=O)C2(C)C (configuration not stated),125
COc1ccc(C2Cc3c(nn(-c4cccc(Cl)c4)c(=O)c3C#N)C(O)=C2[N+](=O)[O-])cc1 (configuration not stated),94
Cc1ccc(S(=O)(=O)OC[C@]23CCC(C)(C)C[C@H]2C2=CC[C@@H]4[C@@]5(C)CCCNC(C)(C)[C@@H]5CC[C@@]4(C)[C@]2(C)CC3)cc1,24
CCCCC(=O)OC(C)COc1ccc(C(C)CC)cc1 (configuration not stated),104
O=C(O)c1cccc(N/C=C/C(=O)c2cc3ccccc3oc2=O)c1,101
O=C(O)/C(Cl)=C/Cl,108
Nc1cnc(=S)[nH]c1N,101

# Pulled one by one from above (2):
SMILES,HL-60(TB)
COc1cc(-c2nn(-c3cccc(NC(=O)CCN4CCN(C)CC4)c3)cc2-c2ccncc2)ccc1Cl,-25*
CSCCC(N)C(=O)O (configuration not stated),95

# (cont.)
SMILES,HL-60(TB)
Cc1nc(-c2ccc(Cl)cc2)ccc1-c1nnc(SCC(=O)c2ccc(Cl)cc2)o1,110
O=C(CN1CCOCC1)n1c(-c2ccccc2)nc2ccccc21,101
COc1ccc(C(=O)CSc2nccc(Nc3ccc(S(N)(=O)=O)cc3)n2)cc1,103
CC(=O)OCCOc1cc(Cl)c(Cl)cc1Cl,77
CC1(C)N=C(N)N=C(N)N1c1cccc(CCCCOc2ccccc2)c1,14

# Entries from the list above that contain two or more sulfur atoms, in the order listed:
SMILES,HL-60(TB)
O=C(CNc1ncnc2sc3c(c12)CCCC3)NNC(=S)Nc1ccccc1,127
CSc1nc2sc3c(c2c(=O)n1-c1ccccc1)CCC(=O)C3,102
Cc1ccc(S(=O)(=O)c2nc(-c3ccccc3)oc2SCC(N)=O)cc1,65
CS(=O)(=O)OCCCS(=O)(=O)O,115
COc1cccc(/C=C2/Sc3scc(-c4ccccc4)[n+]3C2=O)c1O,117
Nc1c(N=Nc2ccc([N+](=O)[O-])cc2)c(S(=O)(=O)O)cc2cc(S(=O)(=O)O)c(N=Nc3ccccc3)c(O)c12,79
O=C1NC(=S)S/C1=C/c1cc(Cl)cc(Cl)c1O,69
COc1ccc(N2C(=O)/C(=C/C3=Cc4ccccc4OC3)SC2=S)c(OC)c1,96
COc1ccc(C(=O)CSc2nccc(Nc3ccc(S(N)(=O)=O)cc3)n2)cc1,103
